NPYLR7 ag: agonists of mosquito NPYLR7 receptor, primary screen, cell-based, Aedes aegypti, calcium fluorescence, mosquito biting behavior; AID 1259423, 2018; activation, % at 10 µM; Aedes aegypti neuropeptide Y-like receptor 7 (NPYLR7); 270,000 tested, 0.15% active; HEK293T NPYLR7/Galpha15, GCaMP6s calcium fluorescence; in the data active = activation above about 40%;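 note: 0% = vehicle and 100% = reference agonist at the receptor; some compounds past the cut are filed as inactive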
hcGAS lum: Primary biochemical luminescence assay for human cyclic GMP-AMP synthase inhibitors; Q8N884; recombinant h-cGAS, ATP depletion, Kinase-Glo luminescence; inhibition, % at 12.5 µM; 290,000 tested, 0.081% active;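 note: 0% = vehicle reaction and 100% = reaction without DNA for no activity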
Target sequence (Q8N884 whole entry, looked up): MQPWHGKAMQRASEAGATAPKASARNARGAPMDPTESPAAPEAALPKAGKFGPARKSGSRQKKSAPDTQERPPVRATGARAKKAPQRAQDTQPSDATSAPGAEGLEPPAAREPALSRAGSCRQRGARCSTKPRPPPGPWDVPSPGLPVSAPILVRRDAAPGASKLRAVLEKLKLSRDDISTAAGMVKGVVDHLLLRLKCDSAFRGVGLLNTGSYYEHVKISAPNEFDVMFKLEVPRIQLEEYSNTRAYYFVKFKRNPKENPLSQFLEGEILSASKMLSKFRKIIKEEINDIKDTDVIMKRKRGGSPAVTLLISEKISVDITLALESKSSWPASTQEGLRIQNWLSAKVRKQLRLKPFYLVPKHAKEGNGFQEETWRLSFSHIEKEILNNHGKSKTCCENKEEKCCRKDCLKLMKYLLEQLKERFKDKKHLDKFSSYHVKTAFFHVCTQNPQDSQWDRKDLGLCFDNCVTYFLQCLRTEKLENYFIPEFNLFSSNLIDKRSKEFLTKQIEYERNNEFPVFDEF
mcGAS lum: cyclic GMP-AMP synthase inhibitors, mouse, primary biochemical chemiluminescence. 160,000 tested, 0.15% active. Q8C6L5. inhibition, % at 12.5 µM. recombinant cGAS, Kinase-Glo ATP depletion luminescence;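 note: 0% = negative control wells and 100% = reference inhibitor with no enzyme activity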
The depositor's hits bear a star; x = no result given. Cut-off read from the data, not from the text of the source, unless noted: active = inhibition above about 40%; inactive = the rest. This is a random part of the collection. About 0.27% of those tested had a hit in this group.

SMILES	NPYLR7 ag	hcGAS lum	mcGAS lum
O=C(CN1CCSCC1CCO)Nc1c(Cl)cccc1Cl (centres undefined)	0	-6	x
CC(=O)Nc1ccc(S(=O)(=O)NC(C)C(C)C)cc1 (centres undefined)	10	-5	-5
COc1ccccc1-n1c(Cc2ccccc2)nnc1SCc1nc(C(=O)NCc2ccccn2)cs1	x	-3	-4
O=C(O)CCCC(=O)NNC(=O)c1cc(Cl)ccc1O	-10	-4	-5
CC(C)CCN1C(=O)N(CC(N)=O)C(=O)C12CCN(C/C=C/c1ccc(N(C)C)cc1)CC2	16	-1	-5
O=C(NCCc1csc2nc(-c3cccs3)nn12)c1ccc(F)cc1	-3	5	1
CC(NC(=O)C1CCCN(S(=O)(=O)c2ccc(Br)cc2)C1)C1CC1 (centres undefined)	15	-5	-6
CCOc1cc(CNc2ccc(N3CCN(C(C)=O)CC3)cc2)cc(Br)c1OC	5	5	x
O=c1c(Cl)c(NCc2ccc(Cl)cc2)cnn1C1CCS(=O)(=O)C1 (centres undefined)	3	-4	x
Cc1ccc(F)c(C(=O)N2CCC(Cc3cccc(C(N)=O)c3)C2)c1Cl (centres undefined)	-1	-7	x
CCCC(=O)OCC(O)CN(Cc1ccc(C)s1)C1CC1 (centres undefined)	21	-8	-7
Cc1cc(C)c(NC(=O)CN2CC(C(=O)N3CCCCC3)Oc3ccccc32)c(Cl)c1 (centres undefined)	-1	-5	-8
O=C(Cn1nc2c(c1NC(=O)Cc1ccccc1Cl)CSC2)NCC1CCCO1 (centres undefined)	-3	0	-7
Cc1ncc(Cc2ccccc2)c(C2CCN(C(=O)/C=C/c3cccs3)CC2)n1	11	-9	-25
Fc1c(F)c(N2CCCCC2)c(F)c2c1C=Nc1ccccc1O2	17	-5	-3
O[C@@H]1CN(Cc2cc3n(n2)CCCNC3)CC[C@H]1c1ccc2c(c1)OCO2	7	-4	x
Cc1ccc2cc(C)c(-c3ccncc3)nc2c1	8	-5	-12
CC1CCN(c2ncc3c(n2)CCC(C(=O)N2CCSCC2)C3)CC1 (centres undefined)	x	-13	-4
Cc1ccc(-n2nnnc2SCC(=O)N2CCCCC2C)cc1 (centres undefined)	-9	-2	x
CN(C)c1ccc(NC(=O)c2ccccc2Cl)cc1CN(Cc1ccccc1)C(=O)c1ccccc1Cl	13	-11	-6

Reformatted: two of the compounds above.
CC1CCN(c2ncc3c(n2)CCC(C(=O)N2CCSCC2)C3)CC1 (centres undefined)
  NPYLR7 ag = x	hcGAS lum = -13	mcGAS lum = -4

Cc1ccc(-n2nnnc2SCC(=O)N2CCCCC2C)cc1 (centres undefined)
  NPYLR7 ag = -9	hcGAS lum = -2	mcGAS lum = x

Additional compounds follow:
SMILES	NPYLR7 ag	hcGAS lum	mcGAS lum
COc1cccc(C(=O)N2CCCN(c3cccc(C(F)(F)F)n3)CC2)c1	3	-5	x
O=C(c1ccc(-c2nnco2)cc1)N1CCN(S(=O)(=O)c2c(Cl)cccc2Cl)CC1	2	-4	-6
CCOC(=O)C1(C)CCCCCN1C(=O)c1cccc(C#N)c1 (centres undefined)	-2	-11	x
c1cc2c(cc1CN1COc3cc4c(cc3C1)OCO4)OCO2	9	-9	x
CNC(=O)Cc1ccc(NS(=O)(=O)C2CCCCC2)cc1	-9	6	x
CN(Cc1cc(=O)c2ccccc2[nH]1)Cc1ncc[nH]1	1	-2	x
CC(c1ccccc1)N(c1ccccc1)S(=O)(=O)c1cccc(F)c1 (centres undefined)	x	-5	-6
COCCN1C[C@H]2CC[C@@H]1CN(C(=O)CSc1nnc(N)s1)C2	x	0	0
O=C(CSc1ccc(C(=O)NCCc2ccc(F)cc2)cn1)c1ccc(Cl)cc1	0	-3	-3
COc1ccc(NC(=O)c2sc(=O)n(Cc3c(C)cccc3C)c2C)cc1OC	13	-4	x
CCOC(=O)CCC(=O)Nc1cccc2ccc(-n3ccnc3)nc12	-1	-10	x
CCc1nc2c(OCCn3cccc3)cccn2c1N(C)C(=O)CC(C)C	3	-5	-3
CC(=O)Nc1ccc(C2Nc3cc(C)c(C)cc3N=C3CC(C)(C)CC(=O)C32)cc1 (centres undefined)	-6	-2	-8
C(=N/Nc1nc(N2CCCC2)nc(N2CCCC2)n1)/c1c[nH]c2ccccc12	-8	-3	-5
Cn1ccnc1C(Nc1cn[nH]c(=O)c1Cl)c1ccccc1 (centres undefined)	-2	-2	-15
COc1ccccc1CNC(=O)c1cn(C)c2c(=O)n(-c3ccc(C)cc3)c(=O)[nH]c12	2	-8	x
CN(Cc1cc(-c2ccccc2)on1)C(=O)C1CC2(CCNCC2)CN1 (centres undefined)	6	-9	-13
CN(C)c1ccc(N)cc1CN(Cc1ccco1)C(=O)c1cccs1	-4	-4	x
Cc1ccc(-c2ccc(=O)n(CCCNC(=O)Nc3ccc(F)c(F)c3)n2)cc1	-3	3	x
Nc1nc(SCn2nnc3ccccc3c2=O)n[nH]1	-5	4	x
COc1ccc(-c2noc(CN3CCC(Sc4ccc(C)cc4)CC3)n2)cc1	-7	-6	x
CCOC(=O)c1c(NC(=O)C(=O)OC)c(-c2cccc(F)c2)cn1Cc1ccccc1	0	-3	-5
Cc1ccc(NC(=O)NCCS(=O)(=O)c2c(C)[nH]c3ccccc23)cc1	1	-3	x
COc1ccc(CN(CCc2c[nH]c3ccccc23)C(=O)CN(CC(C)C)C(=O)Nc2cccc(F)c2)cc1OC	-1	-7	-2
CC(C)c1[nH]n(-c2cccc(Cl)c2)c(=O)c1C1=C([n+]2ccccc2)C(=O)N(C(C)C)C1=O	9	-5	-6
CCCCN(Cc1ccc(OS(C)(=O)=O)cc1)C(=O)c1ccc(-c2ccccc2)cc1	-8	-4	-4
CCOc1ccc(CN(C(=O)c2scc3c2OCCO3)C2CC2)cc1	15	-6	x
Cc1ccc2nc3n(c(=O)c2c1)CCCc1nn(-c2nc(C)cc(C)n2)c(N)c1-3	-7	4	x
Cn1cc(NC(=O)c2cccc(CN3CCN(c4cnccn4)CC3)c2)cn1	1	-1	x
Cc1c(Cl)cccc1N1CCN(S(=O)(=O)c2ccc(F)cc2)C(C)C1=O (centres undefined)	-6	-4	-5
CCONC(=O)c1cccc(S(=O)(=O)Nc2cc(C)ccc2Br)c1	7	-12	x
CC1CCCCN1C1CN(Cc2ccc(C(=O)Nc3cnn(C)c3)cc2)C1 (centres undefined)	3	-1	-19
COc1ccc(C2(C(=O)NC3C=CS(=O)(=O)C3)CCCC2)cc1 (centres undefined)	-6	-3	x
CCS(=O)(=O)c1ccc(C(=O)N(CCN(C)C)c2nc3ccc(F)cc3s2)cc1	-3	-7	-6
CCC(C)N(Cc1ccccc1OS(C)(=O)=O)C(=O)C(C)C (centres undefined)	10	-5	-4
CN(C/C=C/c1ccccc1)C(=O)CC1C(=O)NCCN1Cc1ccoc1 (centres undefined)	2	-3	x
CCCCCSc1n[nH]c(N)n1	1	-3	x
CC1=NNc2nc3c(c(=O)n(Cc4ccccc4F)c(=O)n3C)n2C1	-8	-5	x
CCOc1cccc(CN2CCCn3cccc3C2c2ccccc2F)c1 (centres undefined)	-2	-5	-7
COC(=O)N(Cc1ccccc1)[C@@H]1C[C@@H]2COCC[C@]2(c2ccccc2)C1	9	4	0

Remaining list, next part:
Every second line gives: NPYLR7 ag, hcGAS lum, mcGAS lum
- O=C(Cc1ccsc1)N1CCC(n2nc(-c3ccccc3)cc2-c2ccccc2)CC1
    4, 5, 1
- CC(C)NC(=O)Nc1c(-c2cccc(Cl)c2)n[nH]c1C1CC1
    5, -6, x
- C=CCn1c(NCCC(c2ccccc2)c2ccccc2)nc2c1c(=O)[nH]c(=O)n2C
    13, -2, x
- Cc1sc2[nH]c(=S)n(C)c(=O)c2c1C
    6, 2, x
- CC1CCCCN1CCCNC(=O)CC(c1ccc(F)cc1)c1cn(Cc2ccccc2)c2ccc([N+](=O)[O-])cc12 (centres undefined)
    6, -7, -2
- O=[N+]([O-])c1ccc(CON=Cc2ccc(OC(F)F)cc2)cc1
    3, -7, x
- CSc1ccc(C(=O)C2CCCN(C(=O)CN3CCOC3=O)C2)cc1 (centres undefined)
    25, -7, x
- CCOc1ccccc1N1CCN(S(=O)(=O)c2ccc(Br)cc2)CC1
    -7, 7, x
- O=C(OCc1ccccc1)N1CCC2(CC1)OCc1cc(-c3ccc(F)cc3)ccc1O2
    -2, -9, -5
- CCc1cc(N2CCCC2)nc(SCc2ccc(C(=O)N3CCOCC3)cc2)n1
    5, -7, -8

2 neighbouring compounds out of the list so far:
Every second line gives: NPYLR7 ag, hcGAS lum, mcGAS lum
- O=C(Cc1ccsc1)N1CCC(n2nc(-c3ccccc3)cc2-c2ccccc2)CC1
    4, 5, 1
- CC(C)NC(=O)Nc1c(-c2cccc(Cl)c2)n[nH]c1C1CC1
    5, -6, x

Following part:
Every second line gives: NPYLR7 ag, hcGAS lum, mcGAS lum
- COc1ncccc1NS(=O)(=O)c1ccc(Br)c(C)c1
    2, -9, x
- COCCn1c(=O)c(C#N)cc2c(=O)n3cccc(C)c3nc21
    2, -2, -3
- Oc1ccc(-c2nccnc2NCc2ccc3c(c2)OCO3)cc1
    22, -3, -2
- COc1cccc(-c2cc(C(=O)N3CCC(n4c(=O)[nH]c5ccccc54)CC3)c(C)n2-c2ccccc2F)c1
    -14, 1, 1
- Cc1cc(C)nc(NN=C2C(=O)c3cccc4cccc2c34)n1
    5, -5, x
- Cc1ccc(NC(=O)CCNC(=O)CC2C(=O)NCCN2C(C)C)c(C)c1 (centres undefined)
    6, 1, -10
- c1ccc(Oc2ccccc2-c2cnc3ccc(NCc4ccc5c(c4)OCO5)nn23)cc1
    -2, -1, -4
- C=CCN1CCN(C(=O)c2csc(-c3ccc(OCCC)cc3Cl)n2)CC1
    x, -4, -5
- C=C(C)C(O)(C(=C)C)c1ccc(CN(Cc2ccsc2)Cc2ccco2)o1
    -2, 0, -5
- Cc1cc(OCC(=O)Nc2ccc(C(C)C)cc2)no1
    -1, -4, x
- CCCc1cc(C(=O)N2C[C@@H]3[C@H](C2)[C@H]2CC[C@@H]3O2)no1
    9, -7, -12
- O=C(CCN1C(=O)CSC1c1cccc(C(F)(F)F)c1)NCc1ccc(F)cc1 (centres undefined)
    18, -6, -4
- Cc1csc(CN(CC2CCCO2)C(=O)C2CC3C=CC2C3)n1 (centres undefined)
    4, -12, x
- COCCCNc1nc2nonc2nc1N1CCN(c2ccccc2OC)CC1C (centres undefined)
    18, -8, x
- Cc1ccc(C)c(N2CCN(c3ncnc4nc[nH]c34)CC2)c1
    5, -4, -7
- O=S(=O)(O)CC(S)CS (centres undefined)
    -21, 2, x
- CN(C)CCCCCCCCCCNC(=O)/C=N/O
    4, -1, -5
- COCCCN(CC(=O)Nc1cc(-c2ccccc2)nn1-c1ccc(F)cc1)S(=O)(=O)c1ccc(Br)cc1
    x, 2, 1
- COc1cccc(OCc2ccccc2)c1C(=O)NCC(c1ccccc1)c1ccccc1
    -4, -4, x
- O=C(NCCOc1cc(N2CCCC2)ncn1)c1ccccc1Cl
    1, 3, x

Next section, overlapping the part above by two compounds.
Every second line gives: NPYLR7 ag, hcGAS lum, mcGAS lum
- COc1cccc(OCc2ccccc2)c1C(=O)NCC(c1ccccc1)c1ccccc1
    -4, -4, x
- O=C(NCCOc1cc(N2CCCC2)ncn1)c1ccccc1Cl
    1, 3, x
- CCOC(=O)c1cc([C@@H](C)CCC=C(C)C)sc1NC(=O)CC(=O)OC
    3, -1, -4
- CC(C)N1CCN(Cc2cccc(O)c2)CC1CCO (centres undefined)
    5, 3, x
- C#CCN(Cc1ccccc1Cl)C(=O)CSc1nnc(C)s1
    0, -11, -11
- COc1ncccc1C(=O)N1Cc2ccccc2C(c2ccccc2)C1 (centres undefined)
    1, 3, x
- Clc1ccc(/C=C/C2SCCCS2)c(Cl)c1
    -8, -7, x
- Cc1nn(C)c(C)c1CN(C(=O)Cc1cccnc1)C1CC1
    -2, -5, x
- O=C(NC(Cc1ccccc1)C(=O)N1CCCc2ccccc21)c1ccco1 (centres undefined)
    4, -11, x
- COc1ccc(/C=C2/N=C(c3ccccc3Br)OC2=O)c(OC)c1
    -1, -2, 0
- O=C(NCc1cccc(-c2ncc(-c3ccc(F)cc3)[nH]2)c1)c1ccc(F)c(F)c1
    3, -5, -6
- Cc1ccc(F)c(NS(=O)(=O)c2cnccc2Cl)c1
    -4, 7, x
- O=C(NCC1CCCCC1)c1cccnc1Nc1cccc(Cl)c1
    -9, -5, x
- COc1ccc(NC(=O)Cn2ncn3nc(-c4ccc(Cl)cc4)cc3c2=O)c(OC)c1
    -10, -8, -9
- COc1cccc(-c2nnc(SCc3ccc(C(=O)NCc4ccco4)cc3)n2-c2cccc(Cl)c2)c1
    12, -8, -9
- COc1cccc(N2C(=O)/C(=C/c3ccc(-c4ccc([N+](=O)[O-])cc4)o3)C=C2c2ccccc2)c1
    -2, -29, -7
